# Assay outcomes as filed in PubChem.
# PriA SSB inh = blocks PriA binding to SSB C-terminal tail. AlphaScreen SSBct-PriA binding, biotinylated peptide. inhibition, % at 33 µM. 430,000 compounds, 0.6% hits. AID 1272365; in the data active = inhibition mostly above about 37%, no sharp cut-off; inactive = mostly below about 20%;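 also: plate controls were negative control peptide for no effect and reference peptide for full effect; strong numbers were not always called active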
# MazEF act = MazEF (E. coli) toxin RNase activation; P0AE70; FAM/BHQ RNA-DNA oligo cleavage fluorescence, 5 h; activation, % at 20 µM; 350,000 compounds, 0.32% hits; in the data active = activation above about 50%
# Target sequence (P0AE70 whole entry, looked up): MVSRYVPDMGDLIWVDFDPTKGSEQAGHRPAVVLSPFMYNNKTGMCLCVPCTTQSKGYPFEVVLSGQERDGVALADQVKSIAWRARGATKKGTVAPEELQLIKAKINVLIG
# Mtb UGM inh = Mtb UDP-galactopyranose mutase inhibition. inhibition, % at 10 µM. P9WIQ1. purified UGM, fluorescence polarization probe displacement. 320,000 compounds, 0.06% hits; in the data active = inhibition above about 10%, passing the limit was not always enough; inconclusive = no clear call, values can overlap the other calls
# BH1578 lux ind = inducers of Vibrio cholerae quorum light production without autoinducers; 350,000 compounds, 0.16% hits; AID 588436; activation, % at 18.7 µM; V. cholerae BH1578 lux reporter, luminescence, 6 h; in the data active = activation mostly above about 9.7%, no sharp cut-off; inconclusive = no clear call, values can overlap the other calls; inactive = mostly below about 3.7%; also: not every result past the cut was called active; inactives centre near 0; reference of the scale not given here
# DUSP3 inh = DUSP3 (human) phosphatase inhibition; P51452; recombinant VHR phosphatase, pNPP absorbance; inhibition, % at 13.3 µM; 290,000 compounds, 0.52% hits; in the data active = inhibition above about 50%; also: some compounds called inactive have numbers as strong as hits
# Target sequence (P51452 whole entry, looked up): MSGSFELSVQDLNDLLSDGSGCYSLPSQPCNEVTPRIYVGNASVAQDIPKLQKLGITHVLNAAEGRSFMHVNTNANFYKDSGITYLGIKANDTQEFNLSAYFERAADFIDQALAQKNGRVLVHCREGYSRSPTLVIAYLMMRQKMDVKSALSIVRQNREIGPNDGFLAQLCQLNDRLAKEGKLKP
# Rv3671c protease = inhibitors of M. tuberculosis serine protease Rv3671c. inhibition, % at 5.96 µM. P9WHR9. 320,000 compounds, 0.048% hits; in the data active = inhibition above about 38%;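 also: extracellular domain of Rv3671c used as enzyme; 0% = enzyme with DMSO and 100% = no enzyme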
# Target sequence (P9WHR9 whole entry, looked up, the tested form may be a part): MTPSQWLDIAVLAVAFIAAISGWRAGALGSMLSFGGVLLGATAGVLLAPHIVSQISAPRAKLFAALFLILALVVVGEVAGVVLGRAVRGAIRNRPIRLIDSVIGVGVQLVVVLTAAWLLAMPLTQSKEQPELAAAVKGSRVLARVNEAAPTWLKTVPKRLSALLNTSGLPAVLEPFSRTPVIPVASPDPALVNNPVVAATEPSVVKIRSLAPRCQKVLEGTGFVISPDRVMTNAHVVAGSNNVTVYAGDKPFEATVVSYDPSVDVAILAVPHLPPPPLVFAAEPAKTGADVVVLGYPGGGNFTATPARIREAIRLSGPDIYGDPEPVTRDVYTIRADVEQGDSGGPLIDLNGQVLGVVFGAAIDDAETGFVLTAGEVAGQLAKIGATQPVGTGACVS
# Mtb BioA inh = blocks M. tuberculosis BioA enzyme activity | purified M. tuberculosis BioA enzyme, plate reader | inhibition, % at 9.99 µM | 360,000 compounds, 0.096% hits | AID 602481; in the data active = inhibition above about 40%; inconclusive = no clear call, values can overlap the other calls
# Mtb FBA inh = inhibits M. tuberculosis FBA enzyme. P9WQA3. purified M. tuberculosis FBA, fluorescence read-out. inhibition, % at 1 µM. 360,000 compounds, 2.3% hits; in the data active = inhibition above about 27%;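 also: 0% = vehicle and 100% = reference inhibitor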
# Target sequence (P9WQA3 whole entry, looked up): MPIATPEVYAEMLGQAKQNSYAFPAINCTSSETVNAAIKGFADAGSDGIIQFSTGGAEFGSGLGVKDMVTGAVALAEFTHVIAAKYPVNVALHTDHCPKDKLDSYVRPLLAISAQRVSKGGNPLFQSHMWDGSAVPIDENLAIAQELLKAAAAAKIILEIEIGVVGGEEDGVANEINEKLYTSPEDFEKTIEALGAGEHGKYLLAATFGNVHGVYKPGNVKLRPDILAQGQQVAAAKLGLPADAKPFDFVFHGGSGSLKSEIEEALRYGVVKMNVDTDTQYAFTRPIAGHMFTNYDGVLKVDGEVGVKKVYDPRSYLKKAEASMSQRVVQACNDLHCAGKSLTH
# GDH-TPI inh = GDH-TPI coupled enzyme inhibition counter-screen; GDH-TPI coupled enzyme counterscreen, NADH absorbance; inhibition, % at 4.8 µM; 360,000 compounds, 1.2% hits; AID 588335; in the data active = inhibition above about 30%;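 also: 0% = DMSO wells and 100% = wells lacking the enzyme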
# SARS 3CLpro inh = SARS-CoV 3CLpro protease inhibition; P0C6X7; recombinant SARS-CoV 3CLpro, quenched FRET peptide cleavage; inhibition, % at 6 µM; 290,000 compounds, 0.14% hits; AID 1706; in the data active = inhibition above about 12%
# * marks the source's active call; other numbers are inactive results; i = inactive; ? = inconclusive; . = no result given; & = joins results of further samples. The list is partial; rates above refer to the full screens.
SMILES,PriA SSB inh,MazEF act,Mtb UGM inh,BH1578 lux ind,DUSP3 inh,Rv3671c protease,Mtb BioA inh,Mtb FBA inh,GDH-TPI inh,SARS 3CLpro inh
C=CCSc1nsc(N)n1,-6,-8,-0.9,2.9,30,-4,.,-2,-1,6
Cc1onc(-c2c(Cl)cccc2Cl)c1C(=O)N[C@@H]1C(=O)N2[C@@H]1SC(C)(C)[C@@H]2C(=O)O,7,4&2,1.4,-0.6,40,0,0.1&-0.4,1&2,2&-1,-2
CC(C)C(=O)NC(=S)Nc1ccc(S(=O)(=O)N2CCCC2)cc1,3,3,1.8,-0.4,-7,13,0.6,1,-5,4
CC(Nc1nc(C(F)(F)F)nc2ccccc12)c1cccs1 (centres undefined),-5,-8,4.9,-0.3,-4,-16,.,0,-10,6
CC1CCN(S(=O)(=O)c2ccc(C(=O)Nc3sccc3C(N)=O)cc2)CC1,-15,-5,0.0,-0.3,15,-47,-0.5,-1,2,0
Clc1ccc(OCCCc2nc(-c3cccnc3)no2)c(Cl)c1,-18,-6,-1.6,-0.3,15,-2,2.2,0,2,-4
CC1CCCCN1C(=S)Nc1ccc(S(=O)(=O)N2CCCCC2)cc1 (centres undefined),.,-5,.,i,.,.,-2.5,-1,4,.
Cc1ccc(S(=O)(=O)N(CC(=O)NC2CC3CCC2C3)c2ccccc2)cc1 (centres undefined),.,-2,.,-3.0,.,.,-0.6,-2,-6,.
COc1cc(N(C)C)ccc1C=c1c2ccccc2n2c1cc(-c1ccccc1)[n+]2C,92,-11,.,i,.,.,.,-10,13,.
CCOC(=O)CN1C(=O)/C(=C2\SC(=S)N(NC(=O)c3cccnc3)C2=O)c2ccccc21,-11,4,0.4,-0.4,16,1,-1.3,2,-1,-2
O=C(C[C@@H]1C/C=C\CCCC(=O)OC[C@@H]2CCCN2C1=O)N[C@H](CO)Cc1ccccc1,.,3,1.8,-0.5,.,0,-1.6,-2,2,.
COc1ccc(-c2cc(C(F)(F)F)nc(SCC(=O)NCc3ccco3)n2)cc1OC,-5,8,-3.0,-2.4,18,5,-1.5,5,31*,1
C[C@H]1CN([C@@H](C)CO)C(=O)CCCn2nncc2CO[C@H]1CN(C)C(=O)c1ccccc1,.,-1,.,-0.4,.,.,-1.5&0.6,-1,-16,.
Clc1cccc(CNCC2CCCO2)c1Cl (centres undefined),-7,2,-0.9,-0.3,5,3,-0.4,0,2,-3
COC(=O)c1[nH]c2c(c1C)C(=O)CC(c1cc(OC)ccc1OC)C2 (centres undefined),4,-23,0.1,-0.2,-2,-12,-0.9,-2,8,0
Cc1ccccc1CS(=O)(=O)Cc1ccc(C(=O)NCc2cccnc2)o1,-9,-8,-0.3,i,10,7,2.2,4,0,-2
COc1cccc(NC(=O)Nc2ccc(C)c(Cl)c2)c1,-7,7,2.8,-0.1,3,-10,.,-1,4,3
CN(C)/C=C/C(=O)c1c(F)cccc1F,4,-1,3.0,-0.6,-8,-4,.,0,14,3
Cc1ccc(C(=O)NCc2ccc3c(c2)OCO3)cc1S(=O)(=O)N1CCOCC1,-5&-9,4,-2.2,5.9,-12,7,-1.5,-2,7,-3
COc1ccc(CCC(=O)Nc2cc(S(C)(=O)=O)ccc2Cl)cc1,.,.,2.5,i,41,9,.,1,-12,-1
CC(=O)CCc1ccc(OC(=O)c2cccnc2)cc1,-4,0,2.1,i,18,-2,4.6,0,3,-1
COc1ccc2c(c1)c1ncn(CCN3CCNCC3)c(=O)c1n2C,-1,1,-0.6,i,42,3,.,129*,1,3
CCCCCN(C(=O)CCC(=O)OCc1ccccc1C)c1c(N)n(CCCC)c(=O)[nH]c1=O,1,0,1.3,i,.,8,-0.1,7,2,.
Cc1cc(-c2ccc(Br)s2)nc(-n2cccc2)n1,12,-15,.,-0.4,-7,.,.,14,7,3
Cn1c(SCc2ccc(Cl)cc2)nnc1-c1ccc2nonc2c1,-6,-2,-4.6,-0.6,25,-10,.,-1,7,3
SMILES,PriA SSB inh,MazEF act,Mtb UGM inh,BH1578 lux ind,DUSP3 inh,Rv3671c protease,Mtb BioA inh,Mtb FBA inh,GDH-TPI inh,SARS 3CLpro inh
CC(OC(=O)C1CCCCC1)c1nc2ccccc2[nH]1 (centres undefined),-7,7,0.4,-0.3,-2,-2,.,0,7,1
CC[n+]1ccc(/C=C2\Sc3ccccc3N2CCCS(=O)(=O)[O-])c2ccccc21,.,-40,-2.3,-0.2,19,4,1.2,-3,-6,-4
c1ccc(-c2cnnc(N3CCCCC3)n2)cc1,-1,1,1.7,i,25,-5,-4.7,0,5,-4
O=C(NCC(=O)N(Cc1ccccc1)C(C(=O)NC1CCCC1)c1ccncc1)c1ccco1 (centres undefined),-14,-21,0.9,-0.7,-5,-16,-2.2,3,-1,-4
CCN(c1ccc(OC)cc1)S(=O)(=O)c1nnc(NC(=O)c2ccccc2Cl)s1,-2,1,1.4,-0.1,-14,-5,1.9,1,9,3
O=C(NCc1cccc(OC(F)(F)F)c1)C1CCC(=O)N(Cc2cccc(F)c2)C1 (centres undefined),1,5,1.3,i,-42,3,2.1,0,-1,-1
CC(=O)OC(C(=O)n1nc(C)cc1C)c1ccccc1 (centres undefined),-10,8,-0.5,i,14,0,-1.2,-1,16,-6
S=C1SCN(Cc2ccco2)CN1Cc1ccco1,-3,4,-1.6,0.8,16,2,0.5,-2,-13,-1
COC(=O)C=C1CCC2C3CC(F)C4(O)CC(=O)CCC4(C)C3C(=O)CC12C (centres undefined),-12,3,.,i,.,.,-2.5,-3,2,.
CSc1nc2ccc(S(=O)(=O)NC3CCCCC3)cc2s1,-3,-4,-2.2,i,25,-1,.,0,0,8
CSCCC(NC(=O)CCC(=O)OC1CC[C@H]2[C@@H]3CC[C@H]4CC(=O)CC[C@]4(C)[C@H]3CC[C@]12C)C(=O)O (some centres undefined),7,0,2.0,i,20,1,-1.7,8,4,3
O=c1cc(CSc2ccc(Cl)cc2)nc(-c2ccncc2)[nH]1,-19,7,2.1,-0.5,17,-7,.,-3,4,7
CCN1CCN(C(=S)Nc2ccc3nc(N4CCN(CC)CC4)cc(C)c3c2)CC1,21,-18,-0.4,-0.2,2,-4,2.9,18,20,-13
O=C(O)CCn1c(-c2ccccn2)nc2ccccc21,1,5,-2.5,i,22,3,-0.9,27*,0,0
CCOC(=O)c1c(NC(C)=O)sc2c(OCCN(CC)CC)c(Br)ccc12,15,11,-0.4,-1.6,21,0,.,8,-1,6
Cc1nc2ncnn2c(C)c1Cc1ccc(Cl)cc1,-17,-4,-0.6,-2.2,11,-7,?,0,3,3
CCc1ccccc1NC(=S)N(CCCN1CCOCC1)Cc1ccccn1,-17,3,1.6,i,-4,-7,.,1,5,3
COc1cccc(C(=O)COC(=O)CCCC(=O)NC2CCCCC2)c1,-1,5,-2.9,0.2,-5,2,-0.4,-1,1,4
COc1c(C)cc(Br)cc1C(=O)Nc1ccccc1N1CCN(C(=O)c2ccccc2)CC1,-4,1,1.5,-0.1,-2,-2,.,23,-8,-1
Cc1ccc(S(=O)(=O)/N=C(\Nc2cccc(C)c2)Nc2nc(C)cc(C)n2)cc1,.,21,0.7,-0.4,2,3,.,2,2,-1
O=C(CCCCC(=O)NCCc1ccccc1)NCCc1ccccc1,-21,-1,0.2,0.7,17,15,-1.7,0,3,4
Cc1c(C(=O)OC2CCCCC2)[nH]c2c1C(=O)CC(C)(C)C2,-7,-4,-0.3,-1.0,4,-8,0.6,2,-2,0
Cc1cccc(-c2nc(CSc3nc4c(c(=O)[nH]3)CCC4)c(C)o2)c1,96*,3,0.6,-0.3,-4,0,-0.4,3,7,-1
CCC(C)NC(=S)Nc1ccccc1 (centres undefined),-10,1,.,-0.3,33,.,1.1,1,0,0
Cc1ccc(OC(C)C(=O)Nc2ccc(S(=O)(=O)Nc3nccs3)cc2)cc1 (centres undefined),-7,-7,-0.2,-0.3,4,5,0.1,1,-2,2
SMILES,PriA SSB inh,MazEF act,Mtb UGM inh,BH1578 lux ind,DUSP3 inh,Rv3671c protease,Mtb BioA inh,Mtb FBA inh,GDH-TPI inh,SARS 3CLpro inh
O=C(Nc1ccccc1CC[N+](=O)[O-])N1CCN(c2ccccc2)CC1,2,3,-0.9,-1.0,12,4,-0.7,-1,0,8
COc1ccc(C(=O)NC(=S)Nc2ccc(N3CCN(C(C)=O)CC3)cc2)cc1[N+](=O)[O-],-8,10,-0.8,-1.3,-3,3,.,-2,4,2
CCC(=O)N1CCCn2c1nc1ccccc12,-5,5,-1.1,.,-9,13,-0.8,-1,8,-2
CCOC(=O)c1cc2sc(C)cc2n1CC(=O)N1CCc2ccccc21,-6,6,-0.4,i,23,-10,-1.2,-1,2,-2
O=C(COC(=O)C1C2CC3OC(=O)C1C3C2)Nc1ccc(Br)cc1 (centres undefined),5,1,1.7,-0.4,6,3,0.9,2,-2,5
COc1ccc(OC)c(N(CC(=O)Nc2ccccc2)S(=O)(=O)c2ccccc2)c1,-11,0,-0.1,0.6,-20,1,0.0,0,-3,2
COc1ccc(Cl)c(Cn2c(NCc3ccco3)nc3c2c(=O)n(C)c(=O)n3C)c1,0,-2,-1.6,0.2,-8,2,.,-5,0,4
COc1ccc2c(c1)CC(C1(O)C(=O)Nc3ccccc31)C2=O (centres undefined),-5,5,3.2,3.1,21,4,-2.6,3,-1,3
Cc1cc(C(=O)N2CCN(C(=O)C3CCCO3)CC2)no1 (centres undefined),-4,7,-1.9,-2.9,-13,-1,2.7,3,-4,-1
COc1cc(OC)c(C(=O)OCCCOC(=O)c2cc(OC)c(OC)cc2OC)cc1OC,-1,1,-1.9,0.7,1,.,-0.5,-2,-1,-2
O=C(CCNC(=O)N1CC(=O)Nc2ccccc21)NCCc1cccc(F)c1,-7,5,-1.4,1.0,-9,4,-0.5,0,-8,2
COc1ccc(-c2ncncc2-c2csc(C)n2)c(O)c1,-21,3,0.4,i,-12,5,-0.9,1,12,-3
NC(=O)c1nsc(C(=O)N(c2ccccc2)C(C(=O)NCc2ccc(F)cc2)c2ccco2)c1N (centres undefined),0,4,0.7,-10,-28,-24,-3.0,10,3,5
Cc1ccc(/C=[N+](/C)[O-])cc1,3,1,-1.3,i,24,14,.,1,-1,0
O=C(COc1ccc2ccc(=O)oc2c1)NCCc1c[nH]c2ccc(F)cc12,-8,27,2.6,-1.0,-6,6,0.8,2,8,11
CCCCn1c(=O)[nH]c(=O)c2c1nc(-c1ccc([N+](=O)[O-])cc1)n2CC,-17,5,-1.5,i,17,-3,-0.4,-3,24,-2
CCOC(=O)c1[nH]c(C)c(CN(CCc2ccccc2)S(C)(=O)=O)c1C,5,14,0.4,-0.2,-24,1,-0.7,0,-4,0
COc1ccc(N2CCCC2)c(NC(=O)c2ccc([N+](=O)[O-])o2)c1,25,8,3.2,0.4,26,-5,2.3,0,10,-2
CCOc1ccccc1CNC(=O)c1ccc(NC(=O)C2=CSCCO2)cc1,9,7,0.2,1.0,6,0,21,7,5,2
COC(=O)[C@@H](NC(=O)O[C@@H]1C(=O)c2cc(Br)ccc2O[C@H]1c1cccc(OC)c1)C(C)C,.,.,-0.1,.,-4,1,.,.,.,2
CC(C)CCn1nc(C(=O)OCC(=O)NC(C)c2ccccc2)c2ccccc2c1=O (centres undefined),.,11,.,i,.,.,-0.8,0,1,.

# Four compounds already listed, ordered by SMILES length, falling:
SMILES,PriA SSB inh,MazEF act,Mtb UGM inh,BH1578 lux ind,DUSP3 inh,Rv3671c protease,Mtb BioA inh,Mtb FBA inh,GDH-TPI inh,SARS 3CLpro inh
COc1ccc(OC)c(N(CC(=O)Nc2ccccc2)S(=O)(=O)c2ccccc2)c1,-11,0,-0.1,0.6,-20,1,0.0,0,-3,2
CC(C)CCn1nc(C(=O)OCC(=O)NC(C)c2ccccc2)c2ccccc2c1=O (centres undefined),.,11,.,i,.,.,-0.8,0,1,.
CCOc1ccccc1CNC(=O)c1ccc(NC(=O)C2=CSCCO2)cc1,9,7,0.2,1.0,6,0,21,7,5,2
CCC(=O)N1CCCn2c1nc1ccccc12,-5,5,-1.1,.,-9,13,-0.8,-1,8,-2
